# Screening data from PubChem BioAssay.
# MEKK2mut PB1 HTS – signal of MEK5 binding to mutant human MEKK2 PB1 domain | bead flow cytometry, Alexa488-MEK5 binding to MEKK2 mutant | percent response, % at 10 µM | 290,000 tested, 0.35% active; in the data active = percent response above about 24%, passing the limit was not always enough; note: inactives centre near 1; some results filed as inactive read as strong as hits
# MEKK2wt PB1 HTS – raises or lowers MEK5 binding to wildtype human MEKK2 PB1 domain | 290,000 tested, 1.1% active | Q9Y2U5 | bead flow cytometry, Alexa488-MEK5 binding to MEKK2 WT; actives lie on both sides | binding response (% of control), % at 10 µM; in the data active = binding response below about 67% or above about 130%
# VIM-2 inh – blocks Pseudomonas aeruginosa VIM-2 metallo-beta-lactamase; inhibition, % at 5.6 µM; purified VIM-2, nitrocefin hydrolysis, epi-absorbance fluorescence; 290,000 tested, 0.89% active; AID 1527;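 active = inhibition above the mean of all tested compounds plus 3 SD, cutoff set per screening run, cut at about 7.5% in these data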;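 note: red hydrolysis product quenches plate fluorescence so inhibitors raise well fluorescence; 0% = enzyme with DMSO and 100% = DMSO without enzyme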
# FID counter – fluorescent intercalator displacement, NS3 helicase counter-screen | DNA fluorescent intercalator displacement, fluorescence | inhibition, % at 7.9 µM | 290,000 tested, 0.17% active | AID 1845; in the data active = inhibition above about 37%;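 note: 0% = vehicle and 100% = reference compound; higher means more ethidium bromide displaced from hairpin DNA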
# NALP1 inh – blocks the NALP1 inflammasome reconstituted in yeast. S. cerevisiae NALP1/ASC/caspase-1 growth, X-gal OD620, 72 h. inhibition, % at 10 µM. 280,000 tested, 0.61% active; in the data active = inhibition mostly above about 24%, no sharp cut-off; inactive = mostly below about 32%; note: some compounds called inactive have numbers as strong as hits
# HCV NS3 hel inh – blocks Hepatitis C virus NS3 helicase unwinding | NS3 helicase DNA unwinding, Cy5 molecular beacon fluorescence | 290,000 tested, 0.56% active | inhibition, % at 10.9 µM;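 active = inhibition above the mean of all tested compounds plus 3 SD, set per campaign, cut at about 35% in these data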;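 note: 0% = DMSO wells and 100% = thioflavine S control wells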
#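 test system = hepatitis C virus NS3 helicase domain fragment enzyme | reagent = annealed dual-labelled DNA beacon duplex, ATP-started | times = 1 h at 25 °C | detection = Cy5 fluorescence, 0 and 60 min reads | read-out basis = percent inhibition from t60/t0 fluorescence ratio | control set = DMSO and thioflavine S | replication = one well per compound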
# IMP-1 inhibitor – blocks Pseudomonas aeruginosa IMP-1 metallo-beta-lactamase. purified IMP-1, nitrocefin hydrolysis, epi-absorbance fluorescence. inhibition, % at 5.6 µM. 290,000 tested, 0.45% active. AID 1556;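 active = inhibition above the mean plus 3 SD of all compounds in the same screening run, cut at about 4.5% in these data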;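 note: 0% = IMP-1 with DMSO and 100% = DMSO wells lacking enzyme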
#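 Material – recombinant IMP-1 enzyme, purified · Amount – IMP-1 0.2 nM before substrate addition · Medium – HEPES buffer pH 7.1 with ZnSO4 and Brij 35 · Timing – 25 °C, 15 min preincubation, 25 min reaction · Measured by – plate fluorescence quenching by hydrolysis product, ex 480/em 530 nm · Read-out – percent enzyme inhibition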
# SUMO HTRF inh – SUMOylation inhibition; P63279; HTRF SUMOylation assay, SAE1/SAE2 + UBC9, in vitro; inhibition, % at 35 µM; 290,000 tested, 0.36% active; in the data active = inhibition above about 50%, passing the limit was not always enough; note: strong numbers were not always called active
# Target sequence (P63279 whole entry, looked up): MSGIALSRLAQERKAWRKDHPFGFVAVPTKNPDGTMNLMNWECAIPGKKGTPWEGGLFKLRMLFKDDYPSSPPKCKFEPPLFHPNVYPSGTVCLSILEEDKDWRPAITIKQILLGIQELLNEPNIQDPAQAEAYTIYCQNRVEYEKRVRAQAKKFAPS
# M18AAP inhibitor – blocks P. falciparum M18 aspartyl aminopeptidase; inhibition, % at 7.35 µM; AID 1822; 290,000 tested, 1.2% active; recombinant PfM18AAP, H-Glu-NHMec fluorogenic cleavage;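 active = inhibition above the campaign mean inhibition over all tested compounds plus 3 SD, cut at about 28% in these data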;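 note: 0% = plate median of test compound wells and 100% = 2 mM ZnCl2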
# The depositor's hits bear a star; nt = no result given.
# Value order – MEKK2mut PB1 HTS, MEKK2wt PB1 HTS, VIM-2 inh, FID counter, NALP1 inh, HCV NS3 hel inh, IMP-1 inhibitor, SUMO HTRF inh, M18AAP inhibitor
> CN(C)n1cnc2ccsc2c1=O
    0.0, 99.0, -1.2, -0.8, 29.7*, 7.8, -1.1, 24.7, -13.1
> Cc1nc(SCc2ccccc2C)n[nH]1
    -6.0, 91.0, 0.7, 0.8, 8.8, -3.0, -0.3, 10.0, 10.4
> COCCNC(=O)CCCn1c(=O)c2ccccc2n(CC(=O)NCCC2=CCCCC2)c1=O
    -4.0, 99.0, -0.1, -25.2, -6.0, -5.3, -1.3, 11.1, -9.6
> COc1ccc(Cl)cc1S(=O)(=O)n1nnc2ccccc21
    -2.0, 97.0, -5.5, 1.5, -1.0, -1.8, -0.8, 16.6, 0.8
> O=C(CSC1=Nc2ccccc2C2=NC(Cc3c[nH]c4ccccc34)C(=O)N12)NC1CCCCC1 (stereo not drawn)
    -3.0, 89.0, -3.2, -28.1, 1.1, -0.3, 1.1, 18.0, -1.7
> COC(=O)NCC(c1cccnc1)N1CCN(c2ccccc2OC)CC1 (stereo not drawn)
    -2.0, 101.0, 1.6, -3.6, 18.0, -12.7, -0.9, -4.9, -11.5
> O=C(N/N=C/c1ccc2c(c1)OCO2)c1ccc(NC(=O)c2ccc(F)cc2)cc1
    -7.0, 94.0, -0.9, -16.4, 20.1, -12.2, -3.0, 9.4, 14.9
> O=C(CCS(=O)(=O)c1ccc(Cl)cc1)NCCc1c[nH]c2ccccc12
    2.0, 104.0, -0.6, -4.1, -7.7, -0.6, -2.6, 20.3, -0.7
> O=C(NNc1cccc(Cl)n1)C(F)(F)F
    -6.0, 98.0, 0.9, 5.8, 13.3, 8.3, -3.6, -4.5, 27.0
> Cc1nc2c(C(=O)NCc3ccco3)cnn2c(C)c1Cc1ccc(F)cc1Cl
    4.0, 98.0, 0.4, -8.5, -11.3, -2.7, -0.5, 7.2, -1.6
> Cc1ccc(-c2nnc(-c3cccc(Br)c3)o2)cc1
    0.0, 105.0, -2.5, -17.9, -13.7, 4.6, -2.1, 4.5, -1.7
> COc1ccc(-c2c3c(cc(C)[n+]2[O-])oc2ccc(OC)cc23)cc1
    1.0, 105.0, -4.8, -19.0, 30.5, 0.1, -0.2, 13.2, 4.1
> Cc1nc(-c2cccc(S(=O)(=O)N3CCOCC3)c2)cs1
    0.0, 93.0, -2.9, -5.5, 19.1, -0.7, 1.2, 18.6, -7.9
> Cc1ccccc1CN(c1ccc(C(N)=O)cc1)S(C)(=O)=O
    -7.0, 80.0, 0.1, -1.6, 1.3, -4.2, -2.9, 10.4, 2.2
> Nc1ccc(-c2nc3ncccc3o2)c(O)c1
    4.0, 105.0, -3.5, -5.8, 4.6, 9.3, -3.4, 20.9, 3.8
> O=c1c2ccccc2nc2n1CCC2
    2.0, 100.0, -2.2, 7.7, 13.2, 4.1, -2.9, 73.3*, 45.5*
> Cc1c(Cl)c(-c2n[nH]c(=S)n2-c2ccccc2)nn1C
    1.0, 102.0, 19.3*, -17.2, 13.4, 1.2, -5.2, 7.2, 14.2
> O=C(c1ccco1)N(Cc1nc2ccccc2c(=O)[nH]1)C1CCCC1
    1.0, 102.0, -2.7, -11.9, -4.0, 1.9, -4.5, 6.0, -3.5
> O=c1c2sccc2n(Cc2cccc(F)c2)c(=O)n1-c1ccc(F)cc1
    -2.0, 101.0, -1.6, -6.5, 23.2, 0.7, -2.7, -4.4, -1.4
> O=C(NC(=S)Nc1ccc(Br)cn1)c1cncc(Br)c1
    -1.0, 97.0, -1.8, -1.0, -3.3, -0.7, -2.8, 17.7, -7.6

# Sorted by heavy-atom count (highest first): part of the list above
# Value order – MEKK2mut PB1 HTS, MEKK2wt PB1 HTS, VIM-2 inh, FID counter, NALP1 inh, HCV NS3 hel inh, IMP-1 inhibitor, SUMO HTRF inh, M18AAP inhibitor
> Cc1nc2c(C(=O)NCc3ccco3)cnn2c(C)c1Cc1ccc(F)cc1Cl
    4.0, 98.0, 0.4, -8.5, -11.3, -2.7, -0.5, 7.2, -1.6
> COC(=O)NCC(c1cccnc1)N1CCN(c2ccccc2OC)CC1 (stereo not drawn)
    -2.0, 101.0, 1.6, -3.6, 18.0, -12.7, -0.9, -4.9, -11.5
> COc1ccc(-c2c3c(cc(C)[n+]2[O-])oc2ccc(OC)cc23)cc1
    1.0, 105.0, -4.8, -19.0, 30.5, 0.1, -0.2, 13.2, 4.1
> O=C(NNc1cccc(Cl)n1)C(F)(F)F
    -6.0, 98.0, 0.9, 5.8, 13.3, 8.3, -3.6, -4.5, 27.0

# Random excerpt: 4 entries already listed, in no set order.
# Value order – MEKK2mut PB1 HTS, MEKK2wt PB1 HTS, VIM-2 inh, FID counter, NALP1 inh, HCV NS3 hel inh, IMP-1 inhibitor, SUMO HTRF inh, M18AAP inhibitor
> O=C(N/N=C/c1ccc2c(c1)OCO2)c1ccc(NC(=O)c2ccc(F)cc2)cc1
    -7.0, 94.0, -0.9, -16.4, 20.1, -12.2, -3.0, 9.4, 14.9
> Cc1nc2c(C(=O)NCc3ccco3)cnn2c(C)c1Cc1ccc(F)cc1Cl
    4.0, 98.0, 0.4, -8.5, -11.3, -2.7, -0.5, 7.2, -1.6
> Cc1ccccc1CN(c1ccc(C(N)=O)cc1)S(C)(=O)=O
    -7.0, 80.0, 0.1, -1.6, 1.3, -4.2, -2.9, 10.4, 2.2
> Cc1c(Cl)c(-c2n[nH]c(=S)n2-c2ccccc2)nn1C
    1.0, 102.0, 19.3*, -17.2, 13.4, 1.2, -5.2, 7.2, 14.2

# Additional records
# Value order – MEKK2mut PB1 HTS, MEKK2wt PB1 HTS, VIM-2 inh, FID counter, NALP1 inh, HCV NS3 hel inh, IMP-1 inhibitor, SUMO HTRF inh, M18AAP inhibitor
> CC/S(CC1CC1(Cl)Cl)=N\S(=O)(=O)c1ccc(C)cc1 (stereo not drawn)
    2.0, 96.0, -4.0, -1.3, 1.6, -2.9, -2.2, 3.9, 2.8
> CC(C)c1ccc(NC(=O)C2C3C=CC4(O3)C2C(=O)N(CCCN2CCCCC2)C4C(=O)NC2CCCCC2)cc1 (stereo not drawn)
    3.0, 107.0, -3.8, 9.0, 22.5, -11.9, -2.3, -2.9, -0.9
> CCCN(CCC)CCCNC(=O)CNC(=O)c1nn(-c2ccc(OC)cc2)c(=O)c2ccccc12
    2.0, 102.0, -1.4, 10.2, 30.1, -9.5, -2.1, 22.0, -3.5
> O=C(NNC(=S)NCc1ccco1)c1ccc(Cl)s1
    7.0, 106.0, -1.9, -2.4, -6.7, 7.7, -3.5, -16.3, 3.8
> O/N=C(\c1ccc2c(c1)OCCO2)C1CCCCC1
    -1.0, 99.0, -2.1, -13.8, 16.5, -4.9, -4.0, -14.7, -0.7
> CCOC(=O)c1cnn2c(C)cc(-c3ccc(F)cc3)nc12
    -4.0, 104.0, -2.6, -11.8, 0.0, 2.2, -4.7, 36.1, -9.4
> O=C(NCCCN1CCN(CCCNC(=O)c2ccc3c(c2)OCO3)CC1)c1ccc2c(c1)OCO2
    5.0, 110.0, -2.8, 12.6, 27.8*, 2.1, -1.5, 19.5, -6.5
> COc1cnn(-c2ccc(Br)cc2)c(=O)c1SCc1ccccc1
    -2.0, 99.0, -2.9, -12.9, 23.2, 7.8, -1.6, 14.8, 1.6
> Cc1nn(Cc2ccc(C(=O)Nc3nccs3)cc2)c(C)c1Cl
    nt, nt, -2.5, -22.3, -1.7, -13.3, -2.8, 0.1, 1.9
> COC(=O)c1cc(C)sc1NC(=O)CSc1ncccn1
    10.0, 111.0, -3.7, -19.2, 7.7, -0.8, -4.7, 18.7, 26.1
> COc1c(Cl)ccc(Cl)c1C(=O)NCc1ccco1
    -2.0, 97.0, 0.7, -8.4, 10.3, -7.5, -1.3, 12.5, -4.3
> COc1ccc(NC(=O)COc2ccc(-c3nn(C)c(=O)c4ccccc34)cc2)cc1
    2.0, 99.0, 2.3, -17.4, -3.7, 11.6, -1.4, -0.8, 8.6
> CC(C)n1c(SCC(=O)NCc2ccco2)nc2c1c(=O)n(C)c(=O)n2C
    2.0, 105.0, -1.0, 2.6, 8.9, 4.4, -5.2, 4.4, 8.4
> O=C(Nc1cccc(Cl)c1)Nc1nnc(CSCCOc2ccc(Cl)cc2)s1
    -6.0, 79.0, 0.5, 4.9, 13.3, 11.7, 1.0, 8.1, -7.7
> Cc1cccn2c(=O)c3cc(C(=O)NCC4CCCO4)c(=N)n(C4CCCCC4)c3nc12 (stereo not drawn)
    -2.0, 99.0, 8.0*, -3.1, 10.0, -7.3, -0.6, 22.0, -11.7
> Cn1c(CN2CCCCC2)nc2cc(NC(=O)c3cccs3)ccc21
    -3.0, 97.0, -2.0, -4.2, -3.4, 0.2, -7.3, 3.3, 2.3
> COc1cccc2cc(C(=O)N3CCCCC3C)c(=O)oc12 (stereo not drawn)
    7.0, 98.0, -2.8, -5.5, -66.7, 6.8, -3.0, 33.3, 0.2
> Cc1cc(C)c2c(NC(N)=S)n[nH]c2n1
    -1.0, 107.0, -1.9, -13.3, 4.5, -0.3, -3.8, 3.8, 11.3
> O=c1n(CCCN2CCN(c3cccc(Cl)c3)CC2)nc2ccccn12
    3.0, 100.0, -2.0, -8.2, 22.1, -2.0, -4.5, 17.0, 0.6
> CC(C)(C)NC(=O)C1CC(=O)N(CCc2ccc(F)cc2)C1 (stereo not drawn)
    6.0, 104.0, 0.0, -1.9, 4.3, -0.8, -1.5, 8.7, -7.7

# Full records, quoted from the list. Order of screens: MEKK2mut PB1 HTS | MEKK2wt PB1 HTS | VIM-2 inh | FID counter | NALP1 inh | HCV NS3 hel inh | IMP-1 inhibitor | SUMO HTRF inh | M18AAP inhibitor
# Listed for CC/S(CC1CC1(Cl)Cl)=N\S(=O)(=O)c1ccc(C)cc1 (stereo not drawn) : 2.0 | 96.0 | -4.0 | -1.3 | 1.6 | -2.9 | -2.2 | 3.9 | 2.8
# Listed for O=C(c1ccco1)N(Cc1nc2ccccc2c(=O)[nH]1)C1CCCC1 : 1.0 | 102.0 | -2.7 | -11.9 | -4.0 | 1.9 | -4.5 | 6.0 | -3.5

# Continued.
# Value order – MEKK2mut PB1 HTS, MEKK2wt PB1 HTS, VIM-2 inh, FID counter, NALP1 inh, HCV NS3 hel inh, IMP-1 inhibitor, SUMO HTRF inh, M18AAP inhibitor
> O=C(NCCCCc1ccccc1)c1cc([N+](=O)[O-])cc([N+](=O)[O-])c1
    3.0, 104.0, -2.4, 5.1, 9.1, -3.1, -6.5, -17.2, 2.0
> CCCCc1c(C)nc(N)[nH]c1=O
    2.0, 100.0, -2.5, -2.8, 14.1, -5.9, -4.1, 16.3, -5.3
> Cc1noc(C)c1C(=O)OCC(=O)NCCC1=CCCCC1
    0.0, 97.0, 0.2, -8.1, 11.2, 4.8, 0.7, 9.0, -8.5
> Cc1nc(SCC(=O)N2CCN(c3ccccc3)CC2)n[nH]1
    4.0, 97.0, -0.1, -5.7, -1.5, 1.2, -1.0, 7.0, 2.8
> COCCNC(=S)N(CCc1c(C)[nH]c2ccc(F)cc12)Cc1cccnc1
    21.0, 119.0, 0.8, -16.8, 12.6, -15.2, -1.7, 4.8, -6.6
> C/C(=N\OC(=O)c1cccc(C)c1)c1sc(-c2ccccc2)nc1C
    5.0, 106.0, -5.9, -1.1, 2.4, -7.0, -2.2, 9.5, -6.2

# Hits appear at their usual frequency, and some 4.7% of all compounds hit somewhere here.
